Compound activity deposited in PubChem by Broad Institute.
CD40 NFkB inh – CD40 pathway inhibition in BL2 cells; BL2 NF-kB luciferase reporter, CD40L-induced, 4 h; inhibition, % at 10 µM; 0.94% of 83,000 active;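 active means mean inhibition of at least 50% with a set share of replicates also reaching that level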;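 further: 0% = neutral control wells and 100% = IKK inhibitor VII at 50 µM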
An asterisk follows results filed as active; [ ] = another dose, or the depositor's remark. An excerpt, so the mix of outcomes need not match the whole.

CD40 NFkB inh,Molecule
5[25 µM],OC[C@@H]1[C@H]2c3ccccc3NC[C@H]2N1Cc1ccccc1Cl
6[25 µM],CN1C(=O)c2cc(NC(=O)Cc3cccs3)ccc2OC[C@H]2O[C@H](CC(=O)N[C@@H]3CCN(Cc4ccccc4)C3)CC[C@@H]21
16,N#Cc1nc(Cc2cccc3ccccc23)oc1NCCCn1ccnc1
-16,CC(=O)c1ccc(N2CCN(C(=O)c3cccc(Oc4ccccc4)c3)CC2)cc1
-40,O=C(NC1CCCC1)c1cc2ccccc2o1
7,COc1ccc(Cl)cc1Nc1nc(N)nc(C(F)(F)F)n1
7,COC(=O)[C@@H]1Cc2c([nH]c3ccccc23)C2CCC(=O)N21 (stereo partly drawn)
-4,O=C(CCN=C1NS(=O)(=O)c2ccccc21)Nc1ccc(Cl)cc1F
9,O=C(Cc1coc2cc3c(cc12)CCC3)OCC(=O)N1CCCC1=O
7,CC(CCc1ccccc1)NC(=O)C1CCC1 (stereo not drawn)
-2,COc1ccc(OC)c(C(O)c2ncc(-c3ccccc3Cl)[nH]2)c1 (stereo not drawn)
20,COc1ccccc1-n1nnnc1SCc1cc2c(cc1Br)OCO2
9,O=C(Cn1ccc2cc(S(=O)(=O)N3CCCC3)ccc21)NCc1ccccc1
-9[25 µM],C[C@H]1CN([C@@H](C)CO)C(=O)c2c(c3ccccc3n2C)-c2ccccc2CO[C@H]1CN(C)C(=O)Nc1ccc(F)cc1
2[25 µM],CS(=O)(=O)N1CCCCN2[C@@H](CO)[C@H](c3ccc(Br)cc3)[C@@H]2C1
0,S=C(NCc1ccccc1)N1CCN(C(=S)NCc2ccccc2)CC1
-41,c1ccc(Cn2c(-c3cccs3)nc3nc4ccccc4nc32)cc1
-4[25 µM],C[C@@H]1CN([C@@H](C)CO)S(=O)(=O)c2ccc(-c3ccncc3)cc2O[C@@H]1CN(C)S(C)(=O)=O
-11,CCn1ccc(C(=O)Nc2ncc(C)s2)n1
13,CN(Cc1ccccc1)Cc1nc2c([nH]1)c(=O)n(C)c(=O)n2C
-98,COc1cc(OC)c(OC)cc1C=Cc1ccc2ccccc2n1
-1,C/C(=N\NC(=O)COc1ccc(C)cc1Br)c1cc([N+](=O)[O-])cs1
-11,Cc1ccc(CSCCNC(=O)/C=C/c2ccccc2Cl)cc1
10,CC1(C)Cc2c(sc(NC(=O)C(C)(C)C)c2C#N)C(C)(C)N1
-7,O=C(CN(C(=O)c1ccc(Cl)cc1)N1C(=O)C2C3C=CC(C3)C2C1=O)c1cccs1 (stereo not drawn)
14,O=C(c1ccc([N+](=O)[O-])o1)N1CCN(c2nc3c(Cl)cccc3s2)CC1
1[25 µM],CS(=O)(=O)N1[C@H](C#N)[C@H](c2ccccc2-c2ccccc2)[C@@H]1CO
5,CCOC(=O)C1=C(COC(=O)CCOc2ccc(OC)cc2)NC(=O)NC1C (stereo not drawn)
-2[25 µM],O=C(C1CCOCC1)N1CC(=O)N2[C@@H](CO)[C@H](c3ccc(-c4cccnc4)cc3)[C@@H]2C1
8,Cc1cc(C(=O)OCC(=O)Nc2cc(C(F)(F)F)ccc2N2CCOCC2)c(C)o1
-4,Cc1nnc(SCC2=C(C(=O)O)N3C(=O)C(NC(=O)Cc4ccccc4)C3SC2)s1 (stereo not drawn)
19,CNCCCOc1ccc2c(c1)CCC2
-12,Nc1nnc(N2CCc3ccccc32)s1
-3,Cc1cc(NC(=O)c2cncc(Br)c2)n(-c2ccccn2)n1
-6[25 µM],C[C@H](NC(=O)C[C@H]1C[C@H]2c3cc(N(C)C)ccc3O[C@H]2[C@@H](CO)O1)c1ccccc1
8,Cc1cc(=O)c2cc(Br)ccc2[nH]1
9,O=C(Nc1ccc(Cl)c(S(=O)(=O)N2CCCCC2)c1)c1cnccn1
9,Cn1c(=O)c2c(nc(NCCCN3CCOCC3)n2Cc2cccc(Cl)c2)n(C)c1=O
-11,O=C(c1cc(-c2ccco2)nc2ccccc12)N1CCN(c2ccc(F)cc2)CC1
0[25 µM],O=C([C@H]1[C@H](CO)[C@H]2Cn3c(cccc3=O)[C@H]2N1Cc1cocn1)N1CCC(Cc2ccccc2)CC1
15,CCC(C)C(NC(=O)C1CCC(C)CC1)C(=O)NC(C(=O)OC)C(C)C (stereo not drawn)
-1,CC(C)CN1CCN(Cc2cccc3cccnc23)CC1CCO (stereo not drawn)
-7[25 µM],O=C(C[C@H]1C[C@H]2c3cc(NC(=O)c4cccnc4)ccc3O[C@H]2[C@@H](CO)O1)NCc1cc(F)ccc1F
1,Cc1cc(C)cc(NC(=O)CSc2nc(=O)n(CCN3CCOCC3)c3c2CCCC3)c1
-1,CC(=O)c1ccc(S(=O)(=O)NCCC(=O)N2CCN(c3ccccn3)CC2)cc1
9,CCN(CC)C(=O)Oc1ccc(NC(C)=O)cc1
16,CC(=O)c1cc(C(C)=O)c(C)nc1C
12,COc1ccc(N(C(=O)c2cccnc2)S(=O)(=O)c2ccccc2)cc1
6,O=C(Cn1cnc2c(nnn2Cc2ccc(F)cc2)c1=O)NCc1ccco1
5,CC(=O)c1ccc(NC(=S)Nc2cccc3cnccc23)cc1

4 structures from above, ordered by length of the SMILES, highest first.
CD40 NFkB inh,Molecule
-4,Cc1nnc(SCC2=C(C(=O)O)N3C(=O)C(NC(=O)Cc4ccccc4)C3SC2)s1 (stereo not drawn)
-11,O=C(c1cc(-c2ccco2)nc2ccccc12)N1CCN(c2ccc(F)cc2)CC1
15,CCC(C)C(NC(=O)C1CCC(C)CC1)C(=O)NC(C(=O)OC)C(C)C (stereo not drawn)
-1,CC(C)CN1CCN(Cc2cccc3cccnc23)CC1CCO (stereo not drawn)

The list goes on.
CD40 NFkB inh,Molecule
-1,Cc1ccc(C)c(NC(=O)CN(C)C(=O)c2sccc2C)c1
2,COc1cccc2c(=O)c(C(=O)O)c[nH]c12
10,Oc1c(C(c2ccccc2)N2CCN(Cc3ccccc3)CC2)sc2ncnn12 (stereo not drawn)
12[25 µM],CN(C)CC(=O)N1[C@@H](C#N)[C@@H](c2ccc(C#CC3CCCCC3)cc2)[C@@H]1CO
6[25 µM],COc1cccc(C(=O)Nc2ccc3c(c2)C(=O)N(C)[C@H]2CC[C@H](CC(=O)N[C@@H](C)c4ccccc4)O[C@H]2CO3)c1
-3,Cc1ccc(OC(=O)N(C)C[C@@H]2OCc3cn(nn3)CCCC(=O)N([C@H](C)CO)C[C@@H]2C)cc1
2,CN(n1cnc2ccccc2c1=O)S(C)(=O)=O
1,COc1ccccc1CC(=O)N1CCN(c2ccc([N+](=O)[O-])cc2)CC1
-4,O=[N+]([O-])c1ccc(N2CCCCC2)s1
-4,Cc1cc(C)cc(C(=O)NCC(=O)OCc2nc(N)nc(Nc3ccccc3C)n2)c1
-1[25 µM],COc1ccc(S(=O)(=O)Nc2cccc3c2O[C@@H](CN(C)CC2CCCCC2)[C@H](C)CN([C@@H](C)CO)C3=O)cc1
2,O=C(NC1CCCCC1)C1CCC(CNS(=O)(=O)c2ccccc2)CC1 (stereo not drawn)
2[25 µM],CC(C)C(=O)c1c(C(C)C)nn2ccccc12
-35,Cc1csc(NC(=O)CSc2nnc(NC(=O)NC(C)(C)C)s2)n1
2,CCOC(=O)C(C)Oc1c(C(=O)OC)sc2ncccc12 (stereo not drawn)
3,Cc1ccc(CNC(C)(C)CO)cc1
-19,C[C@@H]1CN([C@@H](C)CO)C(=O)Cc2cc(NC(=O)CCC(F)(F)F)ccc2O[C@H]1CN(C)S(C)(=O)=O
3,CCN(CC)CCn1c2c(c(SCC(=O)Nc3ccc(C(C)C)cc3)nc1=O)CCCC2
4,N#CCCSCc1ccc2oc(C(=O)O)cc2c1
-7,S=c1[nH]nc(-c2ccc(Cl)cc2)n1CCCN1CCOCC1
-3[25 µM],O=C(C[C@@H]1CC[C@H]2[C@@H](COC[C@@H](O)CN2C(=O)c2cccnc2)O1)NCC1CC1
7,Cc1nn(CCCC(=O)NCc2ccc(F)cc2)c(=O)c2nccn12
9[25 µM],CC(=O)N1[C@@H]2Cn3c(ccc(-c4ccccc4)c3=O)[C@H]1[C@@H](C(=O)NC1Cc3ccccc3C1)[C@@H]2CO
17,CC1C(=O)N(Cc2ccccc2)c2ccccc2N1C(=O)c1ccccc1 (stereo not drawn)
4,O=C(Cn1cc2c(n1)CCCC2)NCCCN1CCN(c2ccccc2F)CC1
-2,Cc1cccc(C2c3[nH]c4ccccc4c3CCN2C(=O)c2ccc(=O)[nH]c2)n1 (stereo not drawn)
7,Cc1c(O)c2ccccc2n(-c2ccccc2)c1=O
-5,CO[C@H]1CN(C)C(=O)c2cc(NC(=O)NC3CCCCC3)ccc2OC[C@@H](C)NC[C@H]1C
-14[25 µM],C[C@@H]1CN([C@H](C)CO)C(=O)c2cc(NC(=O)C3CCCCC3)ccc2O[C@@H](C)CCCCO[C@@H]1CN(C)C(=O)CCC(F)(F)F
-15[25 µM],CCCNC(=O)N1C[C@@H](O)COC[C@H]2O[C@@H](CC(=O)OC)CC[C@@H]21
-8[25 µM],COCC(=O)Nc1ccc2c(c1)[C@@H]1C[C@H](CC(=O)N[C@H](C)c3ccccc3)O[C@H](CO)[C@@H]1O2
4,CC(C)c1ccc(CC(=O)N2CCC2(C)C(=O)NCc2cccc3ccccc23)cc1 (stereo not drawn)
16,O=C(NN=C1CCCCC1)NC1CCCCC1
7,CC(C(=O)NC(c1ccccc1)c1ccccc1)N1CCOCC1 (stereo not drawn)
-4,CN(CC(O)COc1ccc(S(=O)(=O)N2CCOCC2)cc1)C1CCCCC1 (stereo not drawn)
6,Nc1ncc(-n2cncn2)c(-c2ccc(Cl)cc2)n1
1[25 µM],C[C@@H]1CN([C@H](C)CO)C(=O)c2ccccc2-c2ccccc2CO[C@@H]1CN(C)S(=O)(=O)Cc1ccccc1
-4,CCOC(=O)C1=C(N)Oc2c(c(=O)[nH]c3ccccc23)C1c1ccccc1 (stereo not drawn)
2,CC1CC(C(F)(F)F)n2nc(C(=O)O)cc2N1 (stereo not drawn)
11,CC(=O)N(c1ccccc1C)S(=O)(=O)c1ccc(Cl)cc1
-4,CCOc1ncccc1C(=O)Nc1nnc(C(CC)CC)s1
12,CN1CC(=O)N(CC(=O)Nc2ccc(F)cc2)c2ccccc2C1=O
4,CCC1(c2ccc(F)cc2)NC(=O)N(CC(=O)N2c3ccccc3NC(=O)C2(C)C)C1=O (stereo not drawn)
-35,O=C(Nc1ccc(N2CCOCC2)c(Cl)c1)c1ccc2c(c1)OCCO2
10,CN(C(=O)CN1C(=O)NC2(CCCc3ccccc32)C1=O)C1CCCCC1 (stereo not drawn)
3,CN1CC(=O)N(CC(=O)NC2CCCCC2)C1=O
-6[25 µM],O=C(C[C@@H]1CC[C@H]2[C@@H](COC[C@H](O)CN2C(=O)c2cnccn2)O1)N1CCN(c2ccccc2)CC1
1[25 µM],N#C[C@H]1[C@H](c2ccccc2-c2ccc(F)cc2)[C@@H](CO)N1C(=O)Cc1cccnc1
7,CC1(c2ccc3ccccc3c2)NC(=O)N(CC(=O)O)C1=O (stereo not drawn)
-5,CCOc1cc(CO)c(Br)cc1OCC(=O)O

Rewritten as labelled records: part of the list above
> CCCNC(=O)N1C[C@@H](O)COC[C@H]2O[C@@H](CC(=O)OC)CC[C@@H]21
- CD40 NFkB inh: -15[25 µM]

> COCC(=O)Nc1ccc2c(c1)[C@@H]1C[C@H](CC(=O)N[C@H](C)c3ccccc3)O[C@H](CO)[C@@H]1O2
- CD40 NFkB inh: -8[25 µM]

> CC(C)c1ccc(CC(=O)N2CCC2(C)C(=O)NCc2cccc3ccccc23)cc1 (stereo not drawn)
- CD40 NFkB inh: 4

> O=C(NN=C1CCCCC1)NC1CCCCC1
- CD40 NFkB inh: 16

More compounds.
CD40 NFkB inh,Molecule
2,COc1ccccc1C#Cc1ccc([C@@H]2[C@H](C#N)N(C(=O)C3CCCCC3)[C@H]2CO)cc1
18,Cc1cc(C(=O)NC(CC(C)C)C(=O)O)cc(C)c1[N+](=O)[O-] (stereo not drawn)
-2,Cc1ccc(C(C)C)c(OCC(=O)NN=C2CCCC2)c1
15,CN(C)CC(C)(C)CNS(=O)(=O)c1ccc(Cl)c(Cl)c1
17,CC12CC(O)C3c4ccc(O)cc4CCC3C1CCC2=O (stereo not drawn)
3,O=C(Nc1ccc(-n2nncc2-c2ccco2)cc1)c1cccc(F)c1
2,C=CCN(c1ccccc1)S(=O)(=O)c1cccc(C(=O)NCC(c2ccc(F)cc2)N2CCOCC2)c1 (stereo not drawn)
4[25 µM],O=C(NC[C@@H]1[C@H](c2ccccc2)[C@H](CO)N1CC1CCCC1)c1ccncc1
-75,COC(=O)c1ccc(OCC(O)Cn2nnc3ccccc32)cc1 (stereo not drawn)
-2,CCCOc1ccccc1NC(=O)c1ccc([N+](=O)[O-])cc1
-1,CCN(C(=O)COC(=O)CNC(=O)c1ccc2ccccc2c1)C1CCS(=O)(=O)C1 (stereo not drawn)
-4,O=C(Nc1cc(S(=O)(=O)N2CCOCC2)ccc1Cl)c1ccc(=O)[nH]c1
6,CCCn1c(N)c(N(CCOC)C(=O)c2ccc(N3CCCC3=O)cc2)c(=O)[nH]c1=O
2,Cc1ccc(S(=O)(=O)N2CCN(C(=O)Cc3c(F)cccc3Cl)CC2)cc1

3 entries from above, field by field:
O=C(Nc1ccc(-n2nncc2-c2ccco2)cc1)c1cccc(F)c1
  CD40 NFkB inh: 3
CCOC(=O)C1=C(COC(=O)CCOc2ccc(OC)cc2)NC(=O)NC1C (stereo not drawn)
  CD40 NFkB inh: 5
N#Cc1nc(Cc2cccc3ccccc23)oc1NCCCn1ccnc1
  CD40 NFkB inh: 16
